Assay outcomes (PubChem)
BAP1 block: inhibitors of BAP1 deubiquitinase, primary screen, biochemical, Ub-AMC fluorescence, kinetic. Ubiquitin carboxyl-terminal hydrolase BAP1 (Homo sapiens), Q92560. recombinant BAP1, Ub-AMC hydrolysis fluorescence kinetic; active compounds read low. activity remaining (% of control), % at 20 µM. hit rate 0.48% among 72,000. AID 436, 2006;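 active = activity remaining at or below 50% of control, provided the compound also passes the data quality filters; inactive = the rest, including low values that fail the filters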;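 also: 100% = DMSO wells rate and 0% = substrate alone blank rate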
Target sequence (Q92560 whole entry, looked up): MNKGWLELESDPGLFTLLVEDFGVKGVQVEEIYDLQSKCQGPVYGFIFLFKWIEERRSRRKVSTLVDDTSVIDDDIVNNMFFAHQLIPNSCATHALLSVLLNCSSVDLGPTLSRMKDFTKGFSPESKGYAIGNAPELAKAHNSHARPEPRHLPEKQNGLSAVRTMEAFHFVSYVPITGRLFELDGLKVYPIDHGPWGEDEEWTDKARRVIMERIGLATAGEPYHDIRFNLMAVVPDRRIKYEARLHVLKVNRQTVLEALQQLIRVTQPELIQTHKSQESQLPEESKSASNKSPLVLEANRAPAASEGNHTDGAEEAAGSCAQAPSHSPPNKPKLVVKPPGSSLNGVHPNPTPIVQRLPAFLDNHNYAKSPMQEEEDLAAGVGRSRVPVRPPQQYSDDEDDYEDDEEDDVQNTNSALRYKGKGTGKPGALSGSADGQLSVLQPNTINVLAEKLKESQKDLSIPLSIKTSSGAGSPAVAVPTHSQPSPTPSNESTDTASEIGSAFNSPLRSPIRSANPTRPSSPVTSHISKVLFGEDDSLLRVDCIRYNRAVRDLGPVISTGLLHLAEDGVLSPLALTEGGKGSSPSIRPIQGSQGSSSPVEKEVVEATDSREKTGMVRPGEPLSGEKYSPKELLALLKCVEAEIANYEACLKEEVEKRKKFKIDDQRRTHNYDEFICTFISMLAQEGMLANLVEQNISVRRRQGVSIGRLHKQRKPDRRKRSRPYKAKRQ
HePTP inh: inhibitors of human HePTP phosphatase, primary screen, biochemical, absorbance, leukemia target | inhibition, % at 20 µM | recombinant HePTP phosphatase activity, OD absorbance | hit rate 0.64% among 110,000; in the data active = inhibition above about 50%;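 also: plate controls were vehicle for no effect and reference inhibitor for full effect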
Target sequence (P35236 whole entry, looked up): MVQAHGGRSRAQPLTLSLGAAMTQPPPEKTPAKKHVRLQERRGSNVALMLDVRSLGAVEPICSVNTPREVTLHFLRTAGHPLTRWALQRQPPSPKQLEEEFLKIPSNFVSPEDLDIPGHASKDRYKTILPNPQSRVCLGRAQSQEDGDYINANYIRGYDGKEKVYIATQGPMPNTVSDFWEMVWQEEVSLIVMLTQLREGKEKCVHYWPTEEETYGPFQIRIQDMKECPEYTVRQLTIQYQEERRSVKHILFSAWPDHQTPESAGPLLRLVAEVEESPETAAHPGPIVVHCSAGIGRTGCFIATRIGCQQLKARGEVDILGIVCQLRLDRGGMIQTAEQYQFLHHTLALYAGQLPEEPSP
Numbers without * were called inactive; . = not tested or not shown; & = joins results of further samples.

| mol | BAP1 block | HePTP inh |
| --- | --- | --- |
| CCOC(=O)c1c(NC(=O)c2ccc(S(=O)(=O)N3CCc4ccccc4C3)cc2)sc2c1CCCCC2 | 63 | . |
| Cc1cc(C)c(NC(=O)CN2CCN3CCCC3C2)c(C)c1 (stereo not given) | 96 | 4 |
| Cc1onc(COc2ccccc2O)c1Br | 91 | 3 |
| COc1ccc(C(=O)N2CCN(C3CCN(Cc4ccccc4)CC3)CC2)cc1OC | . | -10 |
| COc1ccc2c(c1)SC1=NCCS(=O)(=O)N12 | . | -1 |
| C#CCSc1nnc(-c2c[nH]c3ccccc23)n1C | 88 | 7 |
| Cc1ccc(S(=O)(=O)N(C)c2cccc3cccnc23)cc1 | . | 4 |
| CCCOc1ccc(C(C)=O)cc1CC(C(N)=O)C(N)=O | . | -1 |
| O=C1CC(c2ccccc2)CC2=C1C(c1ccco1)Nc1ccccc1N2 (stereo not given) | . | 1 |
| C=CCc1ccccc1OCCOc1c(Br)cc(/C=c2\sc3nc4ccccc4n3c2=O)cc1OC | . | -4 |
| N#Cc1ccc(-c2ccccc2)nc1SCC(=O)c1ccccc1 | 61 | . |
| Cc1cc(Nc2ccc(N)c(C)c2)ccc1N | . | -8 |
| N#CCCN1CCN(S(=O)(=O)c2ccc(S(=O)(=O)NC3CCCC3)cc2)CC1 | 104 | -1 |
| Cc1c(N2C(=O)c3ccccc3C2=O)c(=O)n(-c2ccccc2)n1C | 94&93 | -2 |
| Cc1cc(C(F)(F)F)c2c(N)c(C(=O)c3ccc(Cl)s3)sc2n1 | 69 | . |
| Cc1cc(C2(c3ccc(O)c(C)c3)CCC(C)CC2)ccc1O | 86 | . |
| CCOc1ccc2nc(N3CCCCCC3)sc2c1 | 126 | -6 |
| CC(C)Oc1ccccc1NC(=O)c1ccccc1SCc1ccc(F)cc1 | . | 92* |
| Cc1ccc(C)c(/C(O)=C2/C(=O)C(=O)N(CCN3CCOCC3)C2c2ccco2)c1 (stereo not given) | 80 | 0 |
| O=C1C=C(Nc2ccccc2C(=O)O)CC(c2ccccc2)C1 (stereo not given) | . | 11 |
| CN(C)C(=O)c1ccc(NC(=O)c2cccnc2)cc1 | 108 | 2 |
| C/C(CC1(O)C(=O)N(Cc2ccccc2)c2ccccc21)=N\O (stereo not given) | 105 | 4 |
| O=C(CN1CCN(c2ncccn2)CC1)Nc1ccccc1-n1cccc1 | 95 | -9 |
| CCOc1cc(C(=O)Nc2cc(C)ccn2)cc(OCC)c1OCC | 100 | 4 |
| COc1cc2c(cc1NC(=O)Cc1ccc(Cl)cc1)oc1ccccc12 | . | 1 |
| COc1ccc(CC(=O)Nc2cc(C(=O)O)cc(C(=O)O)c2)cc1OC | . | -10 |
| O=C(Nc1ccc(N2CCCCC2)cc1)c1ccc(-c2ccccc2[N+](=O)[O-])o1 | . | 3 |
| O=c1n(Cc2ccccc2)c2cc(Cl)cnc2n1Cc1ccccc1 | 167 | 10 |
| COc1cc(/C=C2\C(=O)NC(=O)N(c3ccc(Cl)cc3)C2=O)ccc1OCc1ccc(C(=O)O)cc1 | . | -14 |
| Cn1c(OCc2cccnc2)nc2c1c(=O)n(Cc1ccc(Cl)cc1)c(=O)n2C | 106 | 3 |
| O=c1cnnc(N/N=C/c2ccc([N+](=O)[O-])cc2)[nH]1 | . | 7 |
| CCOc1ccc(-c2nnc(-c3ccco3)o2)cc1OCC | 99 | 9 |
| CC(C)N(CCNC(=O)c1cn(C)c2ccc(S(=O)(=O)N(C)C)cc2c1=O)Cc1ccccc1 | 92 | -6 |
| CC(C)OC(=O)COc1ccc2c3c(c(=O)oc2c1)CCC3 | . | 6 |
| CCN1C(=O)C2C(c3ccc(O)c(OC)c3)NC(C)(C(=O)OC)C2C1=O (stereo not given) | 85 | 8 |
| COc1ccc(OC)c(C2NC(=S)NC(C)=C2C(=O)Nc2cc(Cl)ccc2C)c1 (stereo not given) | . | 2 |
| O=C(O)CCCC(=O)Nc1nc(-c2ccc([N+](=O)[O-])cc2)cs1 | . | 10 |
| O=[N+]([O-])c1ccc2nc(SCc3cccc4ccccc34)sc2c1 | . | -2 |
| CC1=C(C(=O)OCCc2ccccc2)C(c2ccc(Cl)cc2)C2=C(CCCC2=O)N1 (stereo not given) | . | -6 |
| CCOC(=O)CCC(=O)NCc1ccc2[nH]c(C)cc2c1 | 104 | 12 |
| O=S(=O)(Nc1nnc(-c2ccccc2)s1)c1ccc(Cl)cc1 | 94 | -2&9 |
| CCOc1ccc(-n2c(Cc3cc(=O)[nH]c(=O)[nH]3)nnc2SC(C)C)cc1 | 101 | -4 |
| CC(CN(C)Cc1ccccc1)OC(=O)C1COc2ccccc2O1 (stereo not given) | 94 | 4 |
| O=C(CSc1n[nH]c(-c2ccccc2Br)n1)NC(=O)NCc1ccco1 | 104 | 4 |
| Cc1c(Cc2ccccc2)c(=O)oc2c(C)c(OCc3nn[nH]n3)ccc12 | . | -5 |
| COc1cc(C(=O)Nc2cnc(NC(=O)C(C)C)cc2C)cc(OC)c1OC | 98 | -1 |
| CC(=O)Nc1ccc(NC(=S)Nc2ccccc2)cc1 | . | -12 |
| CC(C)c1ccc(NC(=O)CCNS(=O)(=O)c2cccc3nonc23)cc1 | 95 | -9 |
| Cc1nnc(SCC(=O)NCc2ccc3c(c2)OCO3)s1 | 71 | -4 |
| O=C(COc1ccccc1)Nc1nnc(-c2ccccc2)o1 | 79 | -9 |
| Cc1nc2ccc(NC3=NCCCCC3)cc2s1 | 123 | 6 |
| O=C(CCn1c(=O)oc2ccccc21)Nc1ccc2c(c1)OCCO2 | 96 | 9 |
| CCN(CC)S(=O)(=O)c1cccc(-c2nnc(SC(C)C#N)n2Cc2ccccc2)c1 (stereo not given) | 107 | -9 |
| CC1(C)Oc2ccc(C(=O)N3CCc4ccccc43)cc2N(CC(=O)N2CCCC2)C1=O | 101 | 3 |
| Cc1ccc(C2C(=O)N(C3CCC(C)CC3)CC(=O)N2C2CC2)cc1 (stereo not given) | 115 | -1 |
| COc1ccc(NS(=O)(=O)c2ccc(NC(=S)NC(=O)c3sc4cc(F)ccc4c3Cl)cc2)nn1 | . | 6 |
| O=[N+]([O-])c1ccc(OCCCCCN2CCCCC2)cc1 | . | 12 |
| Cc1ccc(-n2c(C)cc(/C=N/NC(=O)c3ccc(CN4CCOCC4)cc3)c2C)cc1 | . | 1 |
| COCc1nc(-c2ccc(-c3ccc(OC)cc3)nc2OC)no1 | . | 4 |
| O=C(CN1C(=O)c2ccccc2C1=O)N1CCN(c2ccccc2)CC1 | 100 | 6 |

Additional results follow:
| mol | BAP1 block | HePTP inh |
| --- | --- | --- |
| Cc1ccc(OCC(=O)NNC(=O)c2cccs2)c(C)c1 | . | 7 |
| C(=N\n1cnnc1)/c1ccc(N2CCOCC2)s1 | . | -1 |
| COc1nc(C)ccc1-c1noc(-c2ccncc2)n1 | 86 | 10 |
| O=C(CN1CCc2ccccc2C1)Nc1ccccc1N1CCCCCC1 | 75 | -5 |
| CCOc1cc(/C=C2\SC(N)=NC2=O)cc(Br)c1OS(=O)(=O)c1ccc([N+](=O)[O-])cc1 | . | 5 |
| O=C(COc1ccc(Br)cc1)Nc1cccc(Cl)c1 | . | 2 |
| CN(C1CCCCC1)S(=O)(=O)c1ccc2c(c1)c(=O)c(C(=O)NCCN1CCCC1)cn2C | 99 | -2 |
| N=c1sc2ccccc2n1-c1ccccc1 | 84 | 6 |
| Cn1cnnc1Sc1cc(N2CCN(CCO)CC2)ccc1[N+](=O)[O-] | . | -9 |
| CC(=O)NC1=NC(=O)/C(=C\c2ccc(C(C)C)cc2)S1 | . | -2 |
| CCS(=O)(=O)CCSc1nc2ccccc2o1 | 65 | 10 |
| COc1ccccc1CNC(=O)C(=O)Nc1ccc(C)c(C)c1 | . | 0 |
| COc1cc2c(=O)n(-c3ccc(C)cc3)c(=O)n(CC(=O)c3ccc4c(c3)OCO4)c2cc1OC | 63 | -2 |
| COCCn1c(SCC(=O)Nc2nnc(C)s2)nnc1-c1c[nH]c2ccccc12 | 153 | 8 |
| COc1ccc(C)cc1NC(=O)C1CC(=O)N(Cc2ccco2)C1 (stereo not given) | 88 | 2 |
| O=C(Nc1nc(-c2ccncc2)cs1)c1ccco1 | 78 | 7 |
| CCOC(=O)C1=C(C)N=c2s/c(=C\c3ccccn3)c(=O)n2C1c1ccc(Cl)cc1 (stereo not given) | . | -4 |
| CCOc1ccc(C(=O)Nc2cc(C)on2)cc1 | 97 | -5 |
| O=C(Oc1ccc2ccccc2c1)c1ccco1 | 151 | 9 |
| O=C(Nc1nc2ccc(S(=O)(=O)N3CCCCC3)cc2s1)c1ccncc1 | 70 | 6 |

Next compounds follow:
The line under a structure holds: BAP1 block, HePTP inh
O=C(CSc1ccc2c(c1)OCCO2)NCc1ccco1
    101, 3
O=c1oc(-c2cc3ccccc3o2)nc2sc3c(c12)CCCC3
    37*, 12
O=C(Cc1ccccc1)OCCN1C(=O)c2cccc3c(N4CCCCC4)ccc(c23)C1=O
    127, .
COc1ccc(OC)c(C2NC(c3cc(OC)ccc3OC)C(C)C(C)(O)C2C)c1 (stereo not given)
    110, -2
CCOC(=O)c1c(C)[nH]c(C(=O)OCC(=O)N2CCc3ccccc32)c1C
    101, 3
CCOC(=O)C(C)Sc1nc(N)c(NC(=O)c2ccc(OC)c(OC)c2)c(=O)[nH]1 (stereo not given)
    97, 3
CCOc1cc(/C=C2\C(=O)NC(=O)N(c3cc(C)cc(C)c3)C2=O)ccc1O
    ., -5
COc1ccc(C(=O)/C=C\Nc2ccc(Cl)cn2)cc1
    ., -8
Cc1cc(Nc2nc3ccccc3[nH]c2=O)n(-c2ccccc2)n1
    91, 6
NC(=O)c1c(NS(=O)(=O)c2ccc(Br)cc2)sc2c1CCCCCC2
    ., -16
Cc1ccc(P(=O)(CSC(=N)N)c2ccc(C)cc2)cc1
    ., 3
CCN(CC)c1ccc(C2C3CCCCC3(O)CCN2CC(=O)N2CCCCC2)cc1 (stereo not given)
    100, 15
CCOc1ccccc1OCCCC(=O)N1CCN(S(=O)(=O)c2ccc(C)cc2)CC1
    121, 7
Cc1ccc(NC(=O)CS(=O)CC(=O)NC(C)CCc2ccco2)cc1Cl (stereo not given)
    106, 6
COc1ccc(CN=Cc2ccc(OC3CSC3)cc2)cc1
    ., -4
C=CCc1ccccc1Oc1cc(F)nc(N)n1
    73, .
COc1ccc(OC)c(-c2cc(C(=O)N3CCCc4ccccc43)no2)c1
    111, -1
COCCNCCOc1c(Cl)cccc1Cl
    ., 1
COC(=O)c1[nH]c2cc(C)ccc2c1NC(=O)CN1CCN(c2ccccc2OC)CC1
    98, 3
O=[N+]([O-])c1ccc(-c2nnc(-c3ccccc3I)o2)cc1
    ., 4

The list goes on, starting with the last 2 of the part before.
The line under a structure holds: BAP1 block, HePTP inh
COC(=O)c1[nH]c2cc(C)ccc2c1NC(=O)CN1CCN(c2ccccc2OC)CC1
    98, 3
O=[N+]([O-])c1ccc(-c2nnc(-c3ccccc3I)o2)cc1
    ., 4
C=CCNc1nc2c(c(=O)[nH]c(=O)n2C)n1C
    110, .
COc1ccc2cc(C(=O)Nc3ccccc3)c(=Nc3ccc(F)cc3)oc2c1
    61, .
O=C(Cc1ccccc1)Nc1nnc(CCc2ccccc2)s1
    ., -6
Cn1c2ccc(Br)cc2c2nc3ccccc3nc21
    60, .
COC(=O)C1=C(C(=O)OC)SC(=C2C(=S)C(C)(C)N(C(=O)c3ccc(Br)cc3)c3c(OC)cccc32)S1
    65, .
Cc1onc(-c2ccccc2Cl)c1C(=O)Nc1ccc(S(=O)(=O)Nc2ncccn2)cc1
    ., -4
CCn1c(SCC(=O)Nc2nonc2C)nnc1-c1ccoc1C
    110, 7
CCc1c(C)sc(NC(=O)CCc2ccccc2)c1C(N)=O
    ., -3
COc1cc(Br)c(C2CC(=O)Nc3ccc4ccccc4c32)cc1OC (stereo not given)
    ., -14
CC1(C)SC2c3ccccc3C(=O)N2[C@@H]1C(=O)NCCCN1CCOCC1 (stereo not given in full)
    99, 6
CCOc1ccc2nc(N3C(=O)C4C5c6ccccc6C(c6ccccc65)C4C3=O)sc2c1 (stereo not given)
    ., 7
Oc1ccccc1O
    91, .
Cc1[nH]c2ccccc2c1/C=C(/C#N)C(=O)Nc1cccc(Br)c1
    ., -5
CC1=NC(Nc2nc(C)c3ccccc3n2)=NC(C)(C)C1
    88, -4
O=C(Nc1ccc(F)c([N+](=O)[O-])c1)c1cnccn1
    ., 3
CCOc1ccc(C(=O)Nc2ccc(-c3nc4ccccc4s3)cc2)cc1[N+](=O)[O-]
    ., 2
COc1ccc(OC)c(C2/C(=C(\O)c3ccc(C)cc3)C(=O)C(=O)N2CCCC(=O)O)c1 (stereo not given)
    ., 4
O=C1CSC(=Nc2ccc(F)cc2)N1
    ., -2
O=C1/C(=C/c2ccc(Br)cc2)SC(=S)N1c1cccc(Br)c1
    ., 6
COc1ccc(CC(=O)Nc2ccc(Cl)cc2)cc1OC
    ., 4
COc1ccc(N(CC(=O)N(Cc2ccccc2)Cc2ccccc2)S(=O)(=O)c2ccccc2)cc1
    ., -19
CC(C)C(NC(=O)C1CCCCC1)C(=O)Nc1ccc2c(c1)OCCO2 (stereo not given)
    102, -14
O=C(CCC(=O)OCC(=O)c1ccc(Br)cc1)Nc1ccccc1Cl
    117, .
CC(C)(O)C#Cc1ccc(C(=O)OCC(=O)c2ccc([N+](=O)[O-])cc2)cc1
    ., 10
CC1=C(C(=O)OCc2ccccc2)C(c2cccnc2)n2ncnc2N1 (stereo not given)
    100, -3
O=C1NC(c2ccc(Br)cc2)=N/C1=C/c1ccccc1
    ., -8

Compound profiles (already shown). Values in the order: BAP1 block	HePTP inh
Profile of `C/C(CC1(O)C(=O)N(Cc2ccccc2)c2ccccc21)=N\O` (stereo not given) = 105	4
Profile of `N#CCCN1CCN(S(=O)(=O)c2ccc(S(=O)(=O)NC3CCCC3)cc2)CC1` = 104	-1
Profile of `CC1=C(C(=O)OCc2ccccc2)C(c2cccnc2)n2ncnc2N1` (stereo not given) = 100	-3
Profile of `O=C1C=C(Nc2ccccc2C(=O)O)CC(c2ccccc2)C1` (stereo not given) = .	11
Profile of `O=[N+]([O-])c1ccc(OCCCCCN2CCCCC2)cc1` = .	12
